KCNQ1 inh – inhibitors of human KCNQ1 potassium channel | 310,000 compounds, 1.3% hits | B-score at 10 µM | AID 2642 | P51787 | CHO-K1 KCNQ1, FluxOR thallium flux fluorescence; stronger effect = higher value;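 active = compounds whose thallium flux B-score, printed positive for inhibition, exceeds three library SD while starting fluorescence stays within three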;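 note: channel opened by potassium depolarization with thallium stimulus after 20 min compound exposure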
KCNK9 block – human KCNK9 channel inhibition. Q9NPC2. HEK293 KCNK9, FluxOR thallium flux fluorescence; stronger effect = lower value. B-score at 10 µM. 310,000 compounds, 1.2% hits;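 active = ratio B-score over 3 SD below the library mean, with starting fluorescence within 5 SD of its mean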;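 note: negative B-score means less thallium flux so channel inhibition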
ANO1 activ – activators or potentiators of mouse TMEM16A chloride channel. HEK293 TMEM16A/YFP-H148Q/I152L, iodide quench fluorescence; stronger effect = lower value. B-score at 10 µM. 340,000 compounds, 0.3% hits;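 active = fluorescence-ratio B-score plate-corrected deviation score at least 3 library SD below zero, with starting fluorescence score within 5 deviations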;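 note: channel opened by trigger with iodide after compound preincubation; score built on the fluorescence ratio of max minus min over baseline; more negative score means more quench and so TMEM16A activation or potentiation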
hERG rescue – shields human hERG channel from block by proarrhythmic agents; activation (rescue from dofetilide block), less the hit threshold, % at 10 µM; AID 1511; 310,000 compounds, 0.51% hits; CHO-hERG, FluxOR thallium flux, dofetilide IC70 present; Q12809;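 active = activation above the mean of controls blocked by dofetilide plus 5 SD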;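 note: thallium influx through hERG after potassium depolarization seen as dye fluorescence rise; in these data hits start at about 4.7%; inactives centre near -7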
SKKanGAS inh – inhibitors of SKKanGAS S. pyogenes growth in kanamycin (SK-promoter or general growth effect); BacTiter-Glo, 6 h; inhibition, % at 7.5 µM; 300,000 compounds, 1.3% hits; AID 1662;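 active = mean replicate score, as percent of positive control median, at least 50; inconclusive = mean below 50 but one replicate at or above 50; inactive = mean and every replicate below 50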;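 note: strain carries kanamycin resistance gene driven by streptokinase promoter and grows in 40 µg/ml kanamycin; loss of luminescence reflects streptokinase promoter inhibition or plain growth inhibition; 0% = median of DMSO wells and 100% = positive control at its reference dose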
KCNK3 block – human KCNK3 channel inhibition, primary screen; O14649; CHO-KCNK3 thallium flux, FluxOR fluorescence; stronger effect = lower value; B-score at 10 µM; 340,000 compounds, 0.84% hits; AID 602410;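 active = B-score under library mean minus 4 SD, starting fluorescence ratio at most library mean plus 5 SD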;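 note: more negative B-score means stronger inhibition of thallium flux through KCNK3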
Target sequence (O14649 whole entry, looked up): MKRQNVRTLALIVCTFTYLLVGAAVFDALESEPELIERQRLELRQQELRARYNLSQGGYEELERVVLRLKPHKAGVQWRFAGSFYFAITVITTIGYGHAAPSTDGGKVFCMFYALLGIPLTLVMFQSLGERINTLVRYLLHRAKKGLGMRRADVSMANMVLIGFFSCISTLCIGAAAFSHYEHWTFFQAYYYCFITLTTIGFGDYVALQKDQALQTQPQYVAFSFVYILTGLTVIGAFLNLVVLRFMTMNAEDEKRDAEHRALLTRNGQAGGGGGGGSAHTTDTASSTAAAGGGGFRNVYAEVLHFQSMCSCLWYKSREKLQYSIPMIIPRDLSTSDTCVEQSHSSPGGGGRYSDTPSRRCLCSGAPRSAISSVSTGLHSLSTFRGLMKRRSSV
HDAC3 inh – human HDAC3 inhibition | recombinant HDAC3, fluorogenic peptide/trypsin coupled, fluorescence | inhibition, % at 8.3 µM | 320,000 compounds, 0.15% hits; in the data active = inhibition above about 26%, passing the limit was not always enough; inconclusive = no clear call, values can overlap the other calls
Target sequence (O15379 whole entry, looked up): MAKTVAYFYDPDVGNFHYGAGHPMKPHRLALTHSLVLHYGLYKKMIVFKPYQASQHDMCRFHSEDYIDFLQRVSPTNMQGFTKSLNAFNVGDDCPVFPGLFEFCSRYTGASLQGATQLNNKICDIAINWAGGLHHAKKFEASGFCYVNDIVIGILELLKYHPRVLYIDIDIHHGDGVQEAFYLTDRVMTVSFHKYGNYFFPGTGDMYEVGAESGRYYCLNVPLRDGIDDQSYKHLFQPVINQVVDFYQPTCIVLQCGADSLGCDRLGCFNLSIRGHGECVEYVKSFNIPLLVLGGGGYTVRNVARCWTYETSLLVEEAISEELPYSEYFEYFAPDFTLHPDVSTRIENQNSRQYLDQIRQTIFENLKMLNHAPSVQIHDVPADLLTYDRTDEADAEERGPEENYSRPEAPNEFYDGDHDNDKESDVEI
KCNQ1 pot – potentiators or activators of human KCNQ1 potassium channel; CHO-K1 KCNQ1, thallium flux FluxOR fluorescence; stronger effect = higher value; B-score at 10 µM; 310,000 compounds, 0.35% hits; AID 2648;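 active = fluorescence ratio B-score, a plate-corrected score, at least three library SD, with initial intensity B-score within 5 SD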
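Doses: Single concentration per compound, DMSO matched to controls | Test system: KCNQ1-transfected CHO-K1 cells | Timing: 90 min dye loading and 20 min compound exposure, both at room temperature | Measured by: Kinetic FluxOR thallium fluorescence, 10-s 1-Hz baseline, 110-s post-stimulus read | Medium: Assay buffer with matched DMSO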
RGS4 act – potentiators or activators of RGS4; B-score at 10 µM; 310,000 compounds, 0.92% hits; AID 463111; HEK293 M3R/inducible RGS4, carbachol calcium flux Fluo4; stronger effect = lower value;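 active = B-score of the integrated calcium signal more than 4 SD below the library mean, with starting fluorescence not abnormally high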;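 note: negative B-score means reduced calcium response which marks RGS4 activation or potentiation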
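System: HEK293 FlpIn-TREx cells, stable M3R, doxycycline-inducible RGS4. Timing: overnight RGS4 induction, 30 min dye load 37 °C, 20 min compound RT. Also added: carbachol, ECmax concentration. Measured by: Fluo4 fluorescence kinetic imaging of calcium. Evaluation: integrated calcium ratio converted to B score.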
RGS4 inh – inhibitors of human RGS4 | HEK293 M3R/RGS4 inducible, Fluo-4 calcium flux; stronger effect = higher value; triggered by carbachol at its EC20 | 310,000 compounds, 0.45% hits | P49798 | B-score at 10 µM;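 active = B-score, a plate-corrected calcium signal, over three deviations above library mean, with baseline fluorescence within five deviations of library mean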;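 note: RGS4 expression induced by doxycycline in cells with stable M3 receptor; B-score is computed from the integrated fluorescence ratio over baseline after carbachol; higher B-score means a larger calcium signal and so more RGS4 inhibition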
Target sequence (P49798 whole entry, looked up): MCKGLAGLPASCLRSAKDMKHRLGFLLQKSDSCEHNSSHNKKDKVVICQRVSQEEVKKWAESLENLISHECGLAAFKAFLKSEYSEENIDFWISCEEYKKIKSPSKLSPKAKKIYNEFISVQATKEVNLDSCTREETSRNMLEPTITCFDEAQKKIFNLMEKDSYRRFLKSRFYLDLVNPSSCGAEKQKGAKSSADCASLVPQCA
TMEM16A inh – blocks the mouse calcium-activated chloride channel TMEM16A; Q8BHY3; HEK293 TMEM16A/YFP iodide influx fluorescence, ionomycin; normalized B-score (activity score, 25-100; higher = stronger inhibition) at 10 µM; 310,000 compounds, 1.2% hits;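 active = ratio plate-corrected score three or more library SD toward inhibition, starting fluorescence score within five deviations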;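 note: score derived from kinetic fluorescence span divided by baseline fluorescence per well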
* hit, by the source's call; i = inactive; ? = inconclusive; / = no result given.

cpd	Compound	KCNQ1 inh	KCNK9 block	ANO1 activ	hERG rescue	SKKanGAS inh	KCNK3 block	HDAC3 inh	KCNQ1 pot	RGS4 act	RGS4 inh	TMEM16A inh
1	O=C(c1ccccn1)N1CCN(S(=O)(=O)c2ccccc2)CC1	i	i	i	-9	-5	i	5	i	i	i	i
2	Cc1ccc(N2C(=O)N(CC(=O)Nc3ccc([N+](=O)[O-])cc3)C(=O)C2C)cc1 (stereo not given)	i	i	i	-10	-5	i	3	i	i	i	i
3	COc1cc(C(C)=O)ccc1Oc1ncnc2c1cnn2-c1ccc(F)cc1	i	i	i	-12	-3	i	13	i	i	i	i
4	O=S(=O)(NCC1CCN(Cc2ccccc2)CC1)c1ccccc1C(F)(F)F	i	i	i	-6	-2	i	-6	i	i	i	i
5	CC(=O)Nc1cccc(-c2nc3ccccc3s2)c1C	i	i	i	-9	-9	i	-4	i	i	i	i
6	CC(=O)N1CCN(c2ccc(NC(=O)c3ccccc3Br)cc2Cl)CC1	i	i	i	-12	-2	i	-1	i	i	i	i
7	Cc1ccc(CNC(=O)C2CCN(S(=O)(=O)c3ccc4c(c3)CC(C)N4C(=O)C3CCC3)CC2)o1 (stereo not given)	i	i	i	-5	-4	i	5	i	i	i	i
8	CC(CN1CCCCC1)OC(=O)c1cc2ccccc2o1 (stereo not given)	i	i	i	-6	-3	i	-2	i	i	i	i
9	O=C(NNc1nc(-c2ccccc2)c2cc(Br)ccc2n1)c1ccc(S(=O)(=O)N2CCCCC2)cc1	i	i	i	-11	15	i	6	i	i	i	i
10	CC1(c2ccccc2)NC(=O)N(CC(=O)Nc2ccc3c(c2)OCO3)C1=O (stereo not given)	i	i	i	-10	3	i	?	i	i	i	i
11	CC(C)(C)NC(=O)Cc1ccc(S(=O)(=O)N2CCCC2)s1	i	i	i	-10	-10	i	5	i	i	i	i
12	O=C(CNC(=O)c1ccc(F)cc1)c1ccc(Cl)cc1	i	i	i	-13	2	i	1	i	i	i	i
13	O=C(O)C1CCCN1S(=O)(=O)c1ccc(Br)s1 (stereo not given) (tested in a mixture with another compound)	i	i	i	-7	1	i	0	i	i	i	i
14	CC(C)CNC(=O)c1ccccc1NC(=O)c1ccc(CSc2ccccc2)cc1	7*	i	i	-17	30	i	2	i	i	i	i
15	Cc1nonc1NC(=O)CSc1nc(CCC2CCCC2)nc2ccccc12	i	i	i	-12	17	i	6	i	i	i	i
16	CC(C)(C)C(=O)Nc1ccccc1C(=O)NCc1ccco1	i	i	i	-13	2	-9.3*	2	i	i	i	i
17	Cc1ccn(-c2cc(O)c(-n3ccc(C)n3)cc2O)n1	i	i	i	-11	6	i	0	i	i	i	i
18	CCOc1ccc(CNC(=O)CCC(=O)n2nc(C)c3ccccc32)cc1	i	i	i	-8	4	i	-4	i	i	i	i
19	Cc1cccc(N2NC(=O)/C(=C/c3ccc(-c4ccc(Cl)c(C(=O)O)c4)o3)C2=O)c1	i	i	i	-21	-7	i	/	i	i	i	/
20	Cc1c(-c2ccccc2)c(=O)oc2ccc(O)cc12	i	i	i	-1	-4	i	5	i	i	i	i
21	CC1CCCC/C1=N\NC(=S)NCCc1ccccc1 (stereo not given)	i	i	i	-7	11	i	-1	i	i	i	i
22	CC1CCCCN1CC(=O)Nc1ccccc1Sc1ccccc1 (stereo not given)	i	i	i	-5	1	i	4	i	i	i	i
23	COc1ccc(C(=O)CSc2ccc(-c3ccccc3)nn2)cc1	i	i	i	-8	-10	i	4	i	i	i	i
24	COc1ccccc1-c1coc2cc(OCC(=O)OCc3ccccc3)ccc2c1=O	i	i	i	-11	8	i	6	i	i	i	i
25	O=C(CCn1cnnn1)Nc1cccc(F)c1	i	i	i	-10	2	i	4	i	i	i	i
26	CCN(CC)S(=O)(=O)c1ccc2c(c1)N(CC(=O)N1CCC(C(N)=O)CC1)C(=O)CO2	i	i	i	-7	-1	i	-3	i	i	i	i
27	CCN(CC)C(=O)CCNS(=O)(=O)c1ccc(C)cc1	i	i	i	-16	0	i	1	i	i	i	i
28	CCN1CCN(C(=O)c2cc3c(s2)-c2c(C)cccc2OC3)CC1	i	i	i	-11	1	i	-114	i	i	i	i
29	O=C(Nc1ccccc1)Nc1cccc2cccnc12	i	i	i	-7	-3	i	0	i	i	i	i
30	CC1=NN(C(C)C)C(=O)C1	i	i	i	-13	-5	i	2	i	i	i	i
31	CCOc1ccc2nc(SCC(=O)NCc3ccc(OC)cc3)[nH]c2c1	i	i	i	-10	-2	i	-4	i	i	i	i
32	Cc1ccc(NC(=O)C2CCN(C(=O)c3cccs3)CC2)c(C)c1	i	i	i	-8	7	i	1	i	i	i	i
33	Cc1ccc(Cl)cc1NC(=O)CC1NC2CCCCC2NC1=O (stereo not given)	i	i	i	-19	-14	i	8	i	i	i	i
34	Cc1cnc(NC(=O)c2ccc(Cl)nc2)s1	i	i	i	1	0	i	-5	i	i	i	i
35	CCOC(=O)C1(Cc2cccc(OC)c2)CCN(Cc2cccn2-c2ccccn2)CC1	i	i	i	-18	0	i	0	i	i	i	i
36	O=C(COC(=O)/C=C/c1ccco1)Nc1ncc(C(F)(F)F)cc1Cl	i	i	i	-14	4	i	2	i	i	i	i
37	NCCNc1ccc([N+](=O)[O-])cc1	i	i	i	-7	-11	i	3	i	i	i	i
38	COc1cccc(NC(=O)COC(=O)c2ccccc2F)c1	i	i	i	-5	-6	i	-3	i	i	i	i
39	O=C1C2CCCCC2C(=O)N1c1ccc(NC2CCCCC2)c([N+](=O)[O-])c1 (stereo not given)	i	i	i	-4	-6	i	-9	i	i	i	i
40	Cc1nonc1OCCNC(=O)C12CC3CC(CC(C3)C1)C2	i	i	i	-10	-5	i	4	i	i	i	i
41	O=C(COC(=O)c1ccc(Cl)nc1)NC(=O)c1ccccc1	i	i	i	-3	-16	i	-3	i	i	i	i
42	Cc1ccc2cn[nH]c2c1NC(N)=S	i	i	i	-6	-3	i	-2	i	i	i	i
43	Cc1nnc(SCC(=O)NC2CCCCC2)n(N)c1=O	i	i	i	-9	5	i	0	i	i	i	i
44	CC(=O)Nc1cccc(NC(=O)CSc2nnnn2C)c1	i	i	/	-1	-4	/	/	i	i	i	/
45	O=C(Cn1ccc2ccccc2c1=O)NCCC(=O)Nc1ccc2c(c1)OCCO2	i	i	i	-8	1	i	1	i	i	i	i
46	Cc1csc(SCC(=O)Nc2nc(-c3ccccc3)cs2)n1	i	i	i	-12	-5	i	-2	i	i	i	100*
47	CN1CCN(c2ccc(NS(=O)(=O)c3ccc(Cl)cc3)cn2)CC1	i	i	i	-6	10	i	3	i	i	i	i
48	COc1cccc2[nH]c3c(N4CCCCC4)ncnc3c12	i	i	i	-10	3	i	3	i	i	i	i
49	CN(C)S(=O)(=O)c1cccc(NC(=S)NC2CCCCC2)c1	i	i	i	-9	-3	i	-7	i	i	i	i
50	Cc1cc2c(SCC(=O)N3CCN(c4ccccc4)CC3)ncnc2s1	i	i	i	-10	30	i	/	i	i	i	i
51	CCC1=NN(C(=O)Cc2ccc(OC)c(OC)c2)C(O)(C(F)(F)F)C1 (stereo not given)	i	i	i	-7	3	i	1	i	i	i	i
52	COc1ccc(N2C(=O)c3ccccc3C2O)cc1 (stereo not given)	i	i	i	-4	0	i	1	i	i	i	i
53	COCC(=O)N1CCC(Oc2ccc(C(=O)N(C)C(C)c3ccon3)cc2)CC1 (stereo not given)	i	i	i	-9	-2	i	-5	i	i	i	i
54	Cc1nnc(NC(=O)C2c3ccccc3Oc3ccccc32)s1	i	i	i	1	-11	i	12	i	i	i	i
55	CC1(C(=O)O)CCC(C(=O)NNC(=O)c2ccccc2O)C1(C)C (stereo not given)	i	i	i	-7	-9	i	0	i	i	i	i
56	O=C(Cc1ccccc1)NC1CCN(S(=O)(=O)c2cccc(F)c2)CC1	i	i	i	-13	-12	i	-7	i	i	i	i
57	COc1ccc(N(CC(=O)NCc2cccnc2)S(=O)(=O)c2ccc(C)c([N+](=O)[O-])c2)cc1	i	i	i	-7	2	i	2	i	i	i	i
58	CCN(CC)C(=O)CSc1nc(-c2ccc(C)cc2)nc2c1COC(C)(C)C2	i	i	i	-20	0	i	3	i	i	i	i
59	CN1CCN(c2nc3c(c(=O)[nH]c(=O)n3C)n2Cc2ccc(Cl)cc2)CC1	i	i	i	-6	-4	i	-7	i	i	i	i
60	Cc1ccc(S(=O)(=O)/N=C(\CCl)N2CCOCC2)cc1	i	i	i	-8	5	i	-5	i	i	i	i

Quoted at random: 3 entries already listed.
cpd	Compound	KCNQ1 inh	KCNK9 block	ANO1 activ	hERG rescue	SKKanGAS inh	KCNK3 block	HDAC3 inh	KCNQ1 pot	RGS4 act	RGS4 inh	TMEM16A inh
35	CCOC(=O)C1(Cc2cccc(OC)c2)CCN(Cc2cccn2-c2ccccn2)CC1	i	i	i	-18	0	i	0	i	i	i	i
47	CN1CCN(c2ccc(NS(=O)(=O)c3ccc(Cl)cc3)cn2)CC1	i	i	i	-6	10	i	3	i	i	i	i
37	NCCNc1ccc([N+](=O)[O-])cc1	i	i	i	-7	-11	i	3	i	i	i	i

The list goes on.
cpd	Compound	KCNQ1 inh	KCNK9 block	ANO1 activ	hERG rescue	SKKanGAS inh	KCNK3 block	HDAC3 inh	KCNQ1 pot	RGS4 act	RGS4 inh	TMEM16A inh
61	CCN(CC(=O)Nc1c(F)cccc1F)C(=O)/C=C/c1ccc2c(c1)OCO2	i	i	i	-8	14	i	-2	i	i	i	i
62	Cc1cnc(C(=O)OCC(=O)c2ccccc2)cn1	i	i	i	-19	-5	i	-1	i	i	i	i
63	O=C(Nc1ccc(C(F)(F)F)cn1)Nc1cccs1	i	i	i	-1	0	i	4	i	i	i	i
64	COc1cc(NC(=O)CSc2ncccc2C(=O)OC(C)C)cc(OC)c1	i	i	i	-9	-1	i	9	i	i	i	i
65	CCCCOc1ccc(C(=O)N/N=C/c2cn[nH]c2-c2ccc(OC)c(OC)c2)cc1	i	i	i	-16	0	i	12	i	i	i	i

No enrichment for hits. Share with any hit: about 6.3%.
